From PubChem BioAssay
PP5 primary: inhibitors of human protein phosphatase 5 (PP5); inhibition, % at 6.7 µM; AID 1987; actives 0.18% (n = 320,000); P53041; purified PP5c, OMFP substrate fluorescence;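 active means inhibition above the campaign's mean inhibition across all tested compounds plus 3 SD, cut at about 9.5% in these data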;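 further: 0% = DMSO only and 100% = 100 µM cantharidin control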
CTSL1 counter: blocks F. hepatica cathepsin L1 in PFM18AAP counter-screen. AID 1906. actives 0.49% (n = 300,000). recombinant F. hepatica cathepsin L1, Z-Leu-Arg-MCA fluorescence. inhibition, % at 5.96 µM;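 active means inhibition above the mean of all tested compounds plus 3 SD, set per screening campaign, cut at about 17% in these data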;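 further: 0% = plate median of test compound wells and 100% = 1 µM Z-Phe-Ala-diazomethylketone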
JMJD2C inh: inhibitors of human GASC-1 (JMJD2C) demethylase. actives 0.069% (n = 330,000). AID 2099. GST-JMJD2C(1-420) H3K9me3 demethylation, DELFIA europium. inhibition, % at 2.35 µM. Q9H3R0;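 active means more than half of a compound's replicate wells show inhibition beyond 50%, single wells judged on their own value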;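 further: signal counts dimethyl H3K9 product captured on neutravidin plate; 0% = median of DMSO wells and 100% = 0.3 times that DMSO median; strong numbers were not always called active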
procasp7 counter: counter-screen for procaspase-3 activators: activators of human procaspase-7; recombinant procaspase-7, Ac-DEVD-pNA absorbance 405 nm; D23A/D198A/D206A triple mutant, cannot self-cleave; scale: DMSO 0, 5 µM enzyme 100; AID 463210; activation, % at 8.5 µM; actives 0.093% (n = 330,000); P55210;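 active means percent activation above the screen-wide mean plus 3 SD, cut at about 25% in these data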
Target sequence (P55210 whole entry D23A/D198A/D206A): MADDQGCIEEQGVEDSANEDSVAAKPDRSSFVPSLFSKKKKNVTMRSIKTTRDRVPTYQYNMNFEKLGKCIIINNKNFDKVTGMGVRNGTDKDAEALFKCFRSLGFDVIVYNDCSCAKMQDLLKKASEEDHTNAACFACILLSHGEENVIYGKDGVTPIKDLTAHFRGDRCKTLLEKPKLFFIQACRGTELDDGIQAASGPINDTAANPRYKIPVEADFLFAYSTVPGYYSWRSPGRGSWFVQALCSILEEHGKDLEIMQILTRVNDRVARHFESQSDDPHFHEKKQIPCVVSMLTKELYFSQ
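buffer or medium = Zinc-free HEPES/NaCl buffer, pH 7.4 | material = Procaspase-7 triple mutant (PC-7 D3A) | input = 2 µM procaspase-7 mutant as dispensed | signal = Epi-absorbance of released pNA at 405 nm, two timepoints | timing = 1 h preincubation, 2 h reaction | replicates = singlicate compound testing | evaluation = % activation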
TPT1 inhibitor: blocks Candida albicans tRNA 2'-phosphotransferase; actives 0.81% (n = 300,000); recombinant caTPT1, FP RNA substrate dephosphorylation; inhibition, % at 5 µM;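 active means inhibition above the mean of all tested compounds plus 3 SD, set per screening campaign, cut at about 24% in these data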;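 further: plate controls were DMSO alone for no effect and ferristatin control at 100 nM for full effect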
procasp3 activ: activates human procaspase-3 | actives 0.11% (n = 330,000) | AID 463141 | activation, % at 8.5 µM | P42574 | recombinant procaspase-3 D3A, Ac-DEVD-pNA absorbance 405 nm;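 active means activation above the mean of all tested compounds plus 3 SD, cut at about 21% in these data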;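 further: 0% = DMSO alone and 100% = DMSO wells spiked with extra 5 µM PC-3 D3A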
Target sequence (P42574 whole entry D9A/D28A/D175A): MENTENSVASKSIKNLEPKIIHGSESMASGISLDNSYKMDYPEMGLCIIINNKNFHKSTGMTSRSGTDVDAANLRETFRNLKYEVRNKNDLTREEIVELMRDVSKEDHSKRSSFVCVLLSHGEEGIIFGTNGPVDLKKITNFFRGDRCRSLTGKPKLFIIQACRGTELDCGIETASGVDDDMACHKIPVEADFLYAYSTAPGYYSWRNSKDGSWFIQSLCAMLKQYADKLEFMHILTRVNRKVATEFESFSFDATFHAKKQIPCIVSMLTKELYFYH
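assay system = Procaspase-3 D3A mutant | signal = absorbance at 405 nm, 0 and 120 min | times = 1 h preincubation plus 2 h reaction at 25 °C | repeats = single replicate | read-out = % activation between DMSO and enzyme-spiked controls | medium = Zinc-free HEPES saline buffer with Triton X-100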
Efflux pump mplx: blocks antifungal efflux pumps in multiplex yeast assay; inhibition, % at 10 µM; S. cerevisiae Candida pump triplex, Nile Red efflux; actives 0.44% (n = 330,000);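 active means plate passing quality check with inhibition over a set limit, or well fluorescence over plate mean plus 4 SD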;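 further: Nile Red retained in pooled yeast measured as flow cytometry median fluorescence; 0% = buffer negative control and 100% = Enniatin B positive control; higher means more Nile Red kept so more efflux inhibition; some compounds called inactive have numbers as strong as hits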
HCV core dimer: blocks dimerization of HCV core protein | TR-FRET GST/Flag-core106 dimerization, 1536-well | inhibition, % at 5 µM | actives 0.33% (n = 300,000) | AID 1899;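 active means inhibition above the mean of all tested compounds plus 3 SD, set per screening campaign, cut at about 45% in these data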
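Material: Tagged HCV core106 pair (GST and Flag) | Amount: GST-core106 13.5 nM, Flag-core106 17 nM | Medium: KF-containing HEPES buffer, pH 7.45, DTT, CHAPS, BSA | Reagent: Eu donor and XL665 acceptor anti-tag antibodies | Schedule: 4 h at 22.5 °C | Technique: Time-resolved FRET, ex 340 nm, em 617 and 671 nm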
PP1 counter: PP1-alpha (human) inhibition in PP5 counter-screen | P62136 | purified PP1alpha, OMFP fluorescence | inhibition, % at 6.7 µM | actives 0.9% (n = 320,000);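 active means inhibition above the mean inhibition of all tested compounds plus 3 SD, computed separately for each screening campaign, cut at about 15% in these data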
Target sequence (P62136 whole entry, looked up): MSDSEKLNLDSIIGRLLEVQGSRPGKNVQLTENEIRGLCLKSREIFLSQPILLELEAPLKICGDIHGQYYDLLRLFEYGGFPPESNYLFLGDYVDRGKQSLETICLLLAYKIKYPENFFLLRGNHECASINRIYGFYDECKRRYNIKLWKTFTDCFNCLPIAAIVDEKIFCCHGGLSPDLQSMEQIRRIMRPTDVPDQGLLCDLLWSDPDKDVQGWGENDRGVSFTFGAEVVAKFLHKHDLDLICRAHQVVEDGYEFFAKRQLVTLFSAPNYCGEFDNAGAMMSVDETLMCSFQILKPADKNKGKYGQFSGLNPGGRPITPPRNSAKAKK
Starred values were filed as active, the others as inactive; · = not tested or not shown. This is a random part of the collection; any-hit rate near 2.9%.

Field names – A = PP5 primary; B = CTSL1 counter; C = JMJD2C inh; D = procasp7 counter; E = TPT1 inhibitor; F = procasp3 activ; G = Efflux pump mplx; H = HCV core dimer; I = PP1 counter
(1) COc1ccccc1-n1c(=O)c(C#N)c(-c2ccc([N+](=O)[O-])cc2)c2cc(C(=O)c3ccccc3O)cnc21
  A: 0.6; B: 5; C: 0; D: -2; E: -1; F: -9; G: 0.1; H: 42; I: 15
(2) CCN(CC)c1ccc(/C=N/NC(=O)CNC(=O)C2COc3ccccc3O2)c(O)c1 (stereo unspecified)
  A: 3.0; B: 5; C: -74; D: -14; E: 1; F: -13; G: -3.1; H: -5; I: 3
(3) COc1cccc(-c2ncc3ccccc3c2COC(=O)CCCC(=O)O)c1
  A: -1.3; B: ·; C: -2; D: 3; E: ·; F: 9; G: 0.0; H: ·; I: -1
(4) C(=C\c1nc(N2CCCCCC2)c2ccccc2n1)/c1ccccc1
  A: 4.1; B: 1; C: 1; D: 5; E: 2; F: 9; G: -0.3; H: 12; I: 11
(5) c1ccc(-c2ccccc2OCCN2CCCCC2)cc1
  A: 3.3; B: -3; C: -3; D: 0; E: 2; F: 3; G: -0.2; H: 1; I: -2
(6) COc1ccc(S(=O)(=O)N2CCc3ccccc32)cc1OC
  A: -3.1; B: 2; C: -7; D: -4; E: 2; F: 1; G: -0.1; H: -16; I: -7
(7) COc1ccc(/C=N/NC(=O)c2cc(C34CC5CC(CC(C5)C3)C4)[nH]n2)cc1O
  A: 1.1; B: 1; C: 17; D: -1; E: 2; F: -7; G: -0.2; H: 12; I: 10
(8) CCCc1cc(C(=O)NNC(=S)NCc2ccccc2)cs1
  A: 0.2; B: 0; C: 10; D: -9; E: -4; F: -22; G: -0.2; H: 0; I: -1
(9) COc1ccc(/C=C/C(=O)NC(=S)NNC(=O)Cc2cccs2)cc1OC
  A: 2.0; B: 5; C: 42; D: -8; E: -1; F: 6; G: 0.2; H: 14; I: 3
(10) Cc1snc2sc(C(=O)c3ccc(Br)cc3)c(N)c12
  A: -1.2; B: 2; C: 3; D: -4; E: 5; F: -1; G: -0.1; H: -1; I: -1
(11) CN(CC(=O)NCCc1ccc(F)cc1)Cc1cccc(Cl)c1
  A: -2.5; B: 1; C: -15; D: 2; E: 1; F: 12; G: -0.1; H: 1; I: 1
(12) Cc1ccc(S(=O)(=O)NC(C)(C)CSc2nncn2C)cc1
  A: -1.4; B: 2; C: 7; D: -2; E: -5; F: 0; G: 0.1; H: -2; I: 1
(13) Cc1ccc(C2c3c(oc4ccccc4c3=O)C(=O)N2CCCN2CCOCC2)o1 (stereo unspecified)
  A: 0.0; B: 0; C: 12; D: -22; E: -3; F: -13; G: -0.2; H: 1; I: -2
(14) COc1ccc(C(=O)OCC(=O)NCc2ccco2)cc1S(=O)(=O)N1CCN(c2cccc(Cl)c2)CC1
  A: 1.4; B: 0; C: -3; D: 5; E: 0; F: 1; G: -0.1; H: 26; I: 9
(15) O=C(CCc1c[nH]c2ccccc12)N=Nc1c(O)[nH]c2ccccc12
  A: 6.6; B: 1; C: 0; D: -6; E: 1; F: -3; G: -0.1; H: -26; I: 1

Ten entries out of the list, ordered by count of non-hydrogen atoms, smallest number first:
Field names – A = PP5 primary; B = CTSL1 counter; C = JMJD2C inh; D = procasp7 counter; E = TPT1 inhibitor; F = procasp3 activ; G = Efflux pump mplx; H = HCV core dimer; I = PP1 counter
(10) Cc1snc2sc(C(=O)c3ccc(Br)cc3)c(N)c12
  A: -1.2; B: 2; C: 3; D: -4; E: 5; F: -1; G: -0.1; H: -1; I: -1
(5) c1ccc(-c2ccccc2OCCN2CCCCC2)cc1
  A: 3.3; B: -3; C: -3; D: 0; E: 2; F: 3; G: -0.2; H: 1; I: -2
(8) CCCc1cc(C(=O)NNC(=S)NCc2ccccc2)cs1
  A: 0.2; B: 0; C: 10; D: -9; E: -4; F: -22; G: -0.2; H: 0; I: -1
(11) CN(CC(=O)NCCc1ccc(F)cc1)Cc1cccc(Cl)c1
  A: -2.5; B: 1; C: -15; D: 2; E: 1; F: 12; G: -0.1; H: 1; I: 1
(15) O=C(CCc1c[nH]c2ccccc12)N=Nc1c(O)[nH]c2ccccc12
  A: 6.6; B: 1; C: 0; D: -6; E: 1; F: -3; G: -0.1; H: -26; I: 1
(9) COc1ccc(/C=C/C(=O)NC(=S)NNC(=O)Cc2cccs2)cc1OC
  A: 2.0; B: 5; C: 42; D: -8; E: -1; F: 6; G: 0.2; H: 14; I: 3
(3) COc1cccc(-c2ncc3ccccc3c2COC(=O)CCCC(=O)O)c1
  A: -1.3; B: ·; C: -2; D: 3; E: ·; F: 9; G: 0.0; H: ·; I: -1
(7) COc1ccc(/C=N/NC(=O)c2cc(C34CC5CC(CC(C5)C3)C4)[nH]n2)cc1O
  A: 1.1; B: 1; C: 17; D: -1; E: 2; F: -7; G: -0.2; H: 12; I: 10
(14) COc1ccc(C(=O)OCC(=O)NCc2ccco2)cc1S(=O)(=O)N1CCN(c2cccc(Cl)c2)CC1
  A: 1.4; B: 0; C: -3; D: 5; E: 0; F: 1; G: -0.1; H: 26; I: 9
(1) COc1ccccc1-n1c(=O)c(C#N)c(-c2ccc([N+](=O)[O-])cc2)c2cc(C(=O)c3ccccc3O)cnc21
  A: 0.6; B: 5; C: 0; D: -2; E: -1; F: -9; G: 0.1; H: 42; I: 15

Next compounds.
Field names – A = PP5 primary; B = CTSL1 counter; C = JMJD2C inh; D = procasp7 counter; E = TPT1 inhibitor; F = procasp3 activ; G = Efflux pump mplx; H = HCV core dimer; I = PP1 counter
(16) O=C1CC(NCc2ccncc2)C(=O)N1c1ccccc1 (stereo unspecified)
  A: -1.7; B: 1; C: -20; D: 3; E: 0; F: -6; G: 0.1; H: -2; I: -3
(17) CC(C)CCNC(=O)c1cccc(S(=O)(=O)N2CCc3ccccc32)c1
  A: 0.1; B: -2; C: 6; D: 11; E: 0; F: -9; G: 0.0; H: 9; I: 3
(18) O=C(CSC1=NCCS1)N1CCc2ccccc21
  A: 1.3; B: -6; C: 2; D: 2; E: 0; F: 5; G: 0.1; H: -1; I: -16
(19) CC(=O)/C=C\c1ccccc1OC(=O)c1cc2ccccc2oc1=O
  A: 1.9; B: 3; C: 2; D: -4; E: 1; F: -5; G: 0.1; H: -3; I: 1
(20) CC(C)CCNC(=O)C1CCN(c2nnc(-n3cccc3)s2)CC1
  A: 1.0; B: -1; C: 6; D: -3; E: -2; F: -4; G: -0.1; H: 6; I: 2
(21) CC[C@]1(c2ccccc2OC)ON(c2ccccc2C(F)(F)F)C1=O
  A: 4.3; B: ·; C: 11; D: 13; E: ·; F: 5; G: 0.0; H: ·; I: 4
(22) CC(=O)N1CCN(C2=NC(=O)/C(=C\c3cccs3)S2)CC1
  A: -1.9; B: -1; C: 10; D: 13; E: 2; F: 1; G: 0.0; H: -3; I: -3
(23) CN(C)C(=O)c1ccc(Nc2nc(-c3cccs3)nc3ccccc23)cc1
  A: -0.1; B: 6; C: 50; D: 1; E: 2; F: -4; G: 0.4; H: 15; I: -1
(24) CC1(C)CC(NC(=O)c2cc(S(=O)(=O)N3CCCCC3)ccc2Cl)CC(C)(C)N1
  A: -0.1; B: -1; C: 5; D: -3; E: -4; F: 7; G: -0.3; H: -6; I: 2
(25) Cc1cccc(NC(=O)CSCC(=O)N2CCN(Cc3ccc4c(c3)OCO4)CC2)c1
  A: -0.5; B: -3; C: 2; D: 1; E: -3; F: 3; G: 0.0; H: -8; I: -8
(26) CCOC(=O)C(C(C)=O)c1c(Br)c(O)c(O)c2c(C(=O)c3ccc(C)cc3)coc12 (stereo unspecified)
  A: 2.7; B: 0; C: -32; D: -27; E: -1; F: -15; G: -0.1; H: 40; I: 11
(27) COc1ccc(C(C#N)CCC2OCCO2)cc1OC (stereo unspecified)
  A: -1.2; B: ·; C: -6; D: 16; E: ·; F: -3; G: -0.1; H: ·; I: -3
(28) N#Cc1ccc(C(c2nnnn2C2CCCC2)N2CCC(Cc3ccccc3)CC2)cc1 (stereo unspecified)
  A: 5.3; B: -1; C: -14; D: -6; E: -2; F: 9; G: 0.0; H: 19; I: 9
(29) COc1ccc(Cc2nc3ccc(C(=O)NCCn4ccnc4C)cc3o2)cc1OC
  A: -2.7; B: -1; C: -34; D: -1; E: -3; F: 6; G: 0.0; H: -2; I: -5
